Salmonella PhoP GFP: PhoP-dependent GFP reporter repression – Salmonella Typhimurium, primary screen (AID 1863); S. Typhimurium PhoP-regulated promoter GFP reporter, 4 h; higher % means a stronger effect; inhibition, % at 50 µM, or IC50 in µM where a hit was titrated; 300,000 tested, 0.16% active;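 active = inhibition over 29.93%, a cutoff 3 SD above the screen mean, later confirmed by dose response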;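 note: 0% = low Mg2+ inducing control and 100% = high Mg2+ repressing control; strong numbers were not always called active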
West Nile virus CPE: West Nile virus antiviral activity, cell-based, CPE readout (AID 1621); West Nile virus-infected cells, CPE inhibition; higher % means a stronger effect; one-dose CPE inhibition, % at 10 µM; IC50 in µM for titrated hits; 290,000 tested, 0.02% active; in the data active = a potency from the dose series; note: strong numbers were not always called active
SV40 large T antigen: TAg ATPase/helicase activity blockers – biochemical (AID 1903). SV40 large T antigen ATPase/helicase inhibition assay; higher % means a stronger effect. inhibition, % at 20 µM, or IC50 in µM where a hit was titrated. 310,000 tested, 0.39% active; in the data active = a potency from the dose series; note: strong numbers were not always called active
RSV CPE inhibition: RSV antiviral activity via CPE protection, HEp-2 cells, primary 10 µM value included (AID 2391). HEp-2 cells, RSV-induced CPE inhibition; higher % means a stronger effect. one-dose CPE inhibition, % at 10 µM; IC50 in µM for titrated hits. 310,000 tested, 0.13% active; in the data active = a potency from the dose series; note: strong numbers were not always called active
PMI inhibitors: inhibitors of human PMI, primary screen, biochemical, fluorescence intensity, coupled assay (AID 1209); purified PMI enzyme, coupled fluorescence intensity; higher % means a stronger effect; inhibition, % at 20 µM, or IC50 in µM where a hit was titrated; 190,000 tested, 0.42% active;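 note: plate controls were DMSO vehicle for no effect and wells lacking substrate for full effect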
Insulin prom up: MIN6 insulin promoter up-regulation. MIN6 insulin promoter-GFP reporter, high-content imaging; active compounds read high. z-score at 5 µM. AID 1625. 190,000 tested, 0.3% active;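 active = z-score above 3 at 5 µM with at least 500 cells counted in the well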
TNAP activators: human TNAP enzyme activators, primary screen, biochemical, luminescent, no phosphate acceptor, uHTS (AID 1001); purified TNAP, luminescent activation assay, no phosphate acceptor; higher activation fold means a stronger effect; activation fold at 20 µM; hits with a dose series show EC50 in µM; 200,000 tested, 0.03% active; in the data active = activation fold from about 3, or a potency from the dose series; inactive = the rest, 99 in 100 with activation fold below about 1.6; note: many of its hits are not listed in these tables
PMI inhibition: MPI inhibition at elevated mannose 6-phosphate – biochemical, fluorescence intensity, high mannose 6-phosphate, primary screen (AID 1220) | one-dose inhibition, % at 20 µM; IC50 in µM for titrated hits | 190,000 tested, 0.66% active | recombinant PMI enzyme, coupled fluorescence intensity; higher % means a stronger effect
CSM14.1 death rescue: rescue of cells from ER stress-induced death, primary screen, 384-well, CSM14.1, thapsigargin, ATP luminescence (AID 1222) | 190,000 tested, under 10 active | one-dose cellular ATP content (survival), % at 20 µM; EC50 in µM for titrated hits | CSM14.1 thapsigargin-induced death rescue, ATP luminescence; higher % means a stronger effect;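 active = EC50 below 50 µM in the dose-response confirmation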;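 note: death triggered by thapsigargin at about 15 µM added after 2 h compound pretreatment; cell ATP read after overnight thapsigargin exposure of roughly 18 to 22 hours; normalized against plate controls of thapsigargin alone and 5% DMSO vehicle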
Insulin prom up cell count: also measured in Insulin prom up; calls as there; cell count; measured here: cytotoxicity, nuclei count;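 total cells summed across four imaged fields per well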
An asterisk follows results filed as active; x = no result given. Cut-off read from the data, not from the text of the source, unless noted: active = inhibition above about 50%; inactive = the rest. Outcome played no part in choosing rows; overall some 1.5% were active at least once.

Start of the data: the first six records as a preview:
SMILES | Salmonella PhoP GFP | West Nile virus CPE | SV40 large T antigen | RSV CPE inhibition | PMI inhibitors | Insulin prom up | Insulin prom up cell count | TNAP activators | PMI inhibition | CSM14.1 death rescue
CC1CC(C)CN(S(=O)(=O)c2ccc(C(=O)Nc3nnc(-c4cccs4)o3)cc2)C1 (centres undefined) | 2% | x | 8% | -2.4% | -30% | -0.5 | 1503 | 1.2 | -18% | -0.6%
c1ccc(CCCNc2ncnc3nc[nH]c23)cc1 | 4% | 1.3% | 15% | 1.1% | -6% | 0.16 | 1252 | 1.9 | -11% | x
COc1ccc(S(=O)(=O)N2CCC(C(=O)N[C@@H](C)C(=O)NC3CCCC3)CC2)cc1 | -9% | 0.0% | 8% | 3.0% | x | x | x | x | x | x
Cc1ccc(S(=O)c2snnc2C)cc1 (centres undefined) | 6% | -0.4% | 4% | 1.8% | x | x | x | x | x | x
CCOC(=O)COn1c(-n2nc(C)cc2C)nc2ccccc2c1=O | -8% | 0.4% | 9% | 0.5% | x | x | x | x | x | x
Cc1cccc(Nc2nc(-c3ccc(O)c(O)c3)cs2)n1 | -1% | -1.9% | 30% | 3.7% | x | x | x | x | x | x

Results, from the start:
SMILES | Salmonella PhoP GFP | West Nile virus CPE | SV40 large T antigen | RSV CPE inhibition | PMI inhibitors | Insulin prom up | Insulin prom up cell count | TNAP activators | PMI inhibition | CSM14.1 death rescue
CC1CC(C)CN(S(=O)(=O)c2ccc(C(=O)Nc3nnc(-c4cccs4)o3)cc2)C1 (centres undefined) | 2% | x | 8% | -2.4% | -30% | -0.5 | 1503 | 1.2 | -18% | -0.6%
c1ccc(CCCNc2ncnc3nc[nH]c23)cc1 | 4% | 1.3% | 15% | 1.1% | -6% | 0.16 | 1252 | 1.9 | -11% | x
COc1ccc(S(=O)(=O)N2CCC(C(=O)N[C@@H](C)C(=O)NC3CCCC3)CC2)cc1 | -9% | 0.0% | 8% | 3.0% | x | x | x | x | x | x
Cc1ccc(S(=O)c2snnc2C)cc1 (centres undefined) | 6% | -0.4% | 4% | 1.8% | x | x | x | x | x | x
CCOC(=O)COn1c(-n2nc(C)cc2C)nc2ccccc2c1=O | -8% | 0.4% | 9% | 0.5% | x | x | x | x | x | x
Cc1cccc(Nc2nc(-c3ccc(O)c(O)c3)cs2)n1 | -1% | -1.9% | 30% | 3.7% | x | x | x | x | x | x
C[C@@H](CN1C2=NC[C@H](Cc3ccccc3)N2C[C@H]1Cc1ccc(O)cc1)NC(=O)CCC1CCCCC1 | -2% | -0.4% | 6% | -0.7% | 0% | -0.21 | 1355 | 1.1 | 7% | -3.4%
Nc1c(C(=O)O)nnn1Cc1ccccc1 | -14% | 0.6% | 18% | 1.6% | 6% | -0.38 | 871 | 1.1 | 3% | -1.1%
CCCn1c(SCC(=O)NC)nc2sc3c(c2c1=O)CCC3 | -4% | 0.9% | 6% | 3.9% | x | x | x | x | x | x
COCCCNC(=O)/C(=C\c1cccn1C)NC(=O)c1cccs1 | 5% | -0.5% | 9% | 0.4% | 7% | 0.59 | 1492 | 1.1 | 12% | 3.4%
S=C(NCc1ccccc1)N1CCN(C2CCCCC2)CC1 | 3% | -0.3% | 15% | -3.1% | x | 0.08 | 1047 | x | x | x
CCOc1ccccc1Nc1nc(N)nc(CSc2nncn2C)n1 | 0% | 1.1% | 7% | 2.1% | 8% | 0.19 | 1254 | 1.1 | 6% | x
Cc1ccc(OCC(=O)Nc2ccc(F)cc2)cc1 | 9% | 0.3% | 6% | -0.3% | 11% | -0.45 | 905 | 1 | 5% | -0.4%
CCC1CCCCN1C(=O)CSc1nnc(-c2ccc3c(c2)OCCO3)o1 (centres undefined) | -9% | -0.4% | 5% | 5.3% | 4% | -0.37 | 1051 | 1.1 | 5% | 2.6%
Cc1ccccc1C(=O)NC1CCN(Cc2ccccc2)CC1 | x | 0.0% | x | 2.6% | 13% | 1.1 | 1507 | 1.1 | 16% | -1.5%
COc1ccc(-c2[nH]ncc2CN2CCN(C(=O)c3ccco3)CC2)cc1F | -4% | -0.7% | 15% | 0.1% | -1% | -0.44 | 1402 | 0.7 | -6% | -0.2%
O=C(c1cccc(S(=O)(=O)N2CCOCC2)c1)N(Cc1ccc(F)cc1)Cc1ccco1 | 5% | -1.4% | 4% | 4.9% | 7% | -0.5 | 1531 | 1.1 | 8% | -0.4%
COC(=O)c1ccc(CSc2nnc(NC(C)C)s2)o1 | -6% | 0.2% | 21% | -0.4% | -5% | 0.49 | 1545 | 1.1 | -8% | 0.4%
COc1cccc(NC(=O)Nc2ccccc2C(N)=O)c1 | 2% | 0.0% | 9% | -0.2% | 2% | -0.1 | 1556 | 1.1 | -3% | -0.9%
Cc1nc(N2CCCCCC2)c2ccccc2n1 | 9% | -2.2% | 12% | 13% | x | x | x | x | x | x
Cc1nn(C(C)C(=O)N2CCCCC2)c(=O)c2c1sc1ccccc12 (centres undefined) | 3% | x | 0% | 9.0% | -8% | -0.17 | 1203 | 0.8 | -14% | -2.9%
CCN(C(=O)COC(=O)/C=C/c1c(C)nn(-c2ccccc2)c1C)C1CCS(=O)(=O)C1 (centres undefined) | 15% | 0.1% | 10% | 1.0% | x | -0.55 | 961 | x | x | x
CCN(CC)S(=O)(=O)c1cc([N+](=O)[O-])ccc1NNC(=O)Nc1ccccc1 | 2% | -0.8% | 14% | 2.6% | 1% | x | x | 0.8 | -7% | -0.7%
CNC(=O)c1ccc(-c2ccc(OC)cc2)s1 | -8% | 0.2% | 1% | 12% | -1% | -0.47 | 1455 | 1.1 | -1% | -4.9%
O=C(CCn1c(=O)[nH]c2ccsc2c1=O)N1CCN(c2cccc(Cl)c2)CC1 | -13% | 0.3% | 1% | -0.1% | 7% | 0.43 | 1456 | 1 | 8% | -1.7%

Compound profiles, from the list above.
Results for COC(=O)c1ccc(CSc2nnc(NC(C)C)s2)o1 → Salmonella PhoP GFP = -6%; West Nile virus CPE = 0.2%; SV40 large T antigen = 21%; RSV CPE inhibition = -0.4%; PMI inhibitors = -5%; Insulin prom up = 0.49; Insulin prom up cell count = 1545; TNAP activators = 1.1; PMI inhibition = -8%; CSM14.1 death rescue = 0.4%
Results for Cc1ccccc1C(=O)NC1CCN(Cc2ccccc2)CC1 → Salmonella PhoP GFP = x; West Nile virus CPE = 0.0%; SV40 large T antigen = x; RSV CPE inhibition = 2.6%; PMI inhibitors = 13%; Insulin prom up = 1.1; Insulin prom up cell count = 1507; TNAP activators = 1.1; PMI inhibition = 16%; CSM14.1 death rescue = -1.5%

Remaining list, next part.
SMILES | Salmonella PhoP GFP | West Nile virus CPE | SV40 large T antigen | RSV CPE inhibition | PMI inhibitors | Insulin prom up | Insulin prom up cell count | TNAP activators | PMI inhibition | CSM14.1 death rescue
O=C(NC1CCSC1=O)C1CC(=O)N(c2ccc(F)cc2)C1 (centres undefined) | 6% | 0.3% | 6% | -0.2% | x | x | x | x | x | x
CCc1ccc(/C=C\C(=O)N2CCc3ccccc3C2)cc1 | 8% | x | 2% | 19% | 2% | x | x | 1 | 40% | 2.1%
O=C(COC(=O)c1ccccn1)NCCCc1ccccc1 | -13% | 0.0% | 2% | -0.5% | 5% | -0.33 | 1221 | 1.1 | 0% | -1.2%
CCN(c1cccc(C)c1)S(=O)(=O)c1c(C)[nH]c(C)c1C(=O)N1CCCCC1 | 0% | -0.1% | 0% | 2.8% | x | x | x | x | x | x
COc1ccc(CCNC(=O)CSC(=O)c2ccccc2)cc1OC | 5% | -0.6% | 15% | 2.7% | 3% | -0.19 | 1266 | 1.2 | 0% | -0.9%
O=C(CN1CCc2ccccc2C1)NCc1ccco1 | 15% | 0.1% | 10% | 1.3% | 5% | 0.72 | 748 | 1.1 | -1% | 4.1%
CC(=O)NNC(=O)c1csc(Cc2c(Cl)sc3ccc(Cl)cc23)n1 | -10% | 0.0% | 11% | 0.6% | x | 0.24 | 974 | x | x | x
CCCn1nnnc1NC(=O)c1ccc2ccccc2c1 | 14% | x | 9% | 1.2% | -9% | -0.22 | 1308 | 1.2 | -8% | -0.8%
COC(=O)c1ccc2c(c1)N(C)C(=O)CS2 | 4% | 0.7% | 9% | 0.4% | 12% | x | x | 1.1 | 6% | -0.3%
COc1cc(OC)c(/C=N/NC(=O)c2ccncc2)c(OC)c1 | -2% | -0.5% | 14% | 2.8% | x | x | x | x | x | x
COc1ccc(C(C#N)N2N=C(c3ccccc3)CC2c2ccccc2)cc1OC (centres undefined) | 6% | 1.2% | -3% | 4.0% | 11% | x | x | 1.1 | -1% | 0.4%
Cc1[nH]c(=O)[nH]c(=O)c1S(=O)(=O)NCCc1ccc(S(N)(=O)=O)cc1 | -5% | 0.1% | 2% | -0.1% | -3% | -0.07 | 1202 | 1 | 0% | x
CC(C)c1nnc(SCC(=O)Nc2ccc3c(c2)OCO3)n1C | 2% | -0.3% | 22% | 3.3% | 5% | 0.54 | 1284 | 1.1 | 7% | 3.4%
O=C(Cn1cnc2ccccc2c1=O)c1ccc2ccccc2c1 | 13% | 0.3% | 11% | 1.2% | 11% | -0.23 | 1228 | 1 | 5% | -0.7%
CCOC(=O)c1cc2[nH]c3ccccc3c2[n+](-c2ccc([N+](=O)[O-])cc2)c1N | 16% | -0.3% | -5% | -0.4% | 18% | x | x | 1 | 12% | 1.1%
COc1ccccc1CN(C)C(=O)CN1C(=O)c2ccccc2C1=O | -7% | 0.1% | 28% | 1.4% | x | x | x | x | x | x
COc1ccc(CN2CC(C(=O)NCc3ccccn3)CC2=O)cc1 (centres undefined) | -4% | 0.3% | 0% | 1.1% | 2% | -0.52 | 1323 | 1.1 | 0% | -2.7%
Cc1cc(C)cc(OCC(=O)OCC(=O)NCc2ccco2)c1 | -20% | 0.4% | 14% | 1.0% | 5% | -0.04 | 955 | 1.2 | 1% | 1.0%
C/C(N)=C(/C#N)C(=O)COC(=O)C1CCC(C(C)(C)C)CC1 (centres undefined) | -13% | 2.5% | 19% | 17% | 24% | -0.85 | 971 | 1 | 21% | 3.2%
NC(=O)COC(=O)c1cccc(S(=O)(=O)N2CCCCC2)c1 | 23% | -0.2% | -2% | -0.3% | -5% | 1.5 | 1319 | 1.1 | 0% | -0.4%
COc1ccc(/C=C/C(=O)Nc2ccc(-n3nncc3-c3ccccc3)cc2)cc1OC | 2% | x | 9% | 17% | 23% | -0.56 | 1371 | 1.1 | 23% | 11%
O=C(CN1CCCCCCC1)Nc1cccc(Cl)c1Cl | -2% | -0.1% | -1% | -1.8% | -10% | -0.43 | 1239 | 1.1 | -1% | 1.2%
Cn1cc(C(=O)C(=O)N2CCOCC2)c2ccccc21 | 2% | -0.2% | 4% | 0.7% | x | x | x | x | x | x
CSc1nnc(NC(=O)c2ccc(C)c(S(=O)(=O)N3CCOCC3)c2)s1 | 6% | 0.0% | 10% | 1.9% | 14% | 0.82 | 1257 | 1.1 | 10% | -2.4%
O=C(Oc1cccc2c(=O)[nH]ccc12)c1ccccc1 | 3% | 0.5% | 20% | 3.6% | -3% | 0.06 | 1022 | 1.1 | -4% | 2.9%
Cc1oc(-c2cccs2)nc1CN1CCC(c2ccccc2)CC1 | -7% | -1.0% | 6% | 1.4% | 14% | -0.39 | 1508 | 1.1 | 7% | 3.4%
